# CAL PDZ FP – CAL PDZ (human) peptide binding inhibition | purified CAL PDZ, TMR-peptide fluorescence polarization, 1 h | Q9HD26 | 300,000 tested, 0.92% active | inhibition, % at 24.9 µM;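 active = mean inhibition of at least 30% with at least half of replicates also reaching 30%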;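 note: 0% = DMSO neutral control and 100% = excess unlabeled competitor peptide PRC23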
# OPRM1-OPRD1 inv – inverse agonist of human OPRM1-OPRD1 heterodimerization | P35372+P41143 | cell-based MOR-DOR heterodimer luminescence, inverse agonism | inhibition, % at 9.3 µM | 340,000 tested, 0.21% active; in the data active = inhibition above about 22%, passing the limit was not always enough;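 note: 0% = cells with DMSO and 100% = wells without cells with DMSO; values of inactives mirror those of a sister screen read the other way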
# HTR5A inv ctr – counter-screen for OPRM1-OPRD1 inverse agonists: human HTR5A inverse agonism; P47898; HTR5A cell line, luminescence; inhibition, % at 9.3 µM; 340,000 tested, 0.083% active; in the data active = inhibition mostly above about 23%, no sharp cut-off; inactive = mostly below about 18%;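 note: 0% = cells with DMSO and 100% = no-cell wells with DMSO; some compounds called inactive have numbers as strong as hits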
# Target sequence (P47898 whole entry, looked up): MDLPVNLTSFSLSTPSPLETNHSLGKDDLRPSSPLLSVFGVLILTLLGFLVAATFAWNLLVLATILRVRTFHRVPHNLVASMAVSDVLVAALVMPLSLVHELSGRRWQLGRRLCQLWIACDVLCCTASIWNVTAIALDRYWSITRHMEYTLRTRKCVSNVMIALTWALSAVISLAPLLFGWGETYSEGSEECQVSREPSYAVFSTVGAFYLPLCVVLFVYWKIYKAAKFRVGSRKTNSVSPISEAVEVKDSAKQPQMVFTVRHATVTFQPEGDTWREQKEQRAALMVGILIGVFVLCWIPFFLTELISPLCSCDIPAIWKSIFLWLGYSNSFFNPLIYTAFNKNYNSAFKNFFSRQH
# V-ATPase pH – regulators of yeast V-ATPase proton transport; response, % at 10 µM; S. cerevisiae, pHLuorin cytosolic pH fluorescence; 350,000 tested, 0.37% active; in the data active = response mostly above about 7.3%, no sharp cut-off; inactive = mostly below about 5.4%; note: actives read high; inactives centre near 0; some compounds called inactive have numbers as strong as hits; reference of the scale not given here
# Keap1 Nrf2 FP – Keap1-Nrf2 (human) interaction inhibition; AID 504523; Keap1 Kelch-Nrf2 peptide fluorescence polarization, 1536-well; 340,000 tested, 0.15% active; inhibition, % at 9.4 µM; in the data active = inhibition above about 12%;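 note: human Keap1 Kelch domain with fluorescein labeled Nrf2 9mer peptide probe; 0% = neutral control wells and 100% = peptide positive control; higher means more block of Keap1 binding to Nrf2 peptide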
# Target sequence (Q14145 whole entry, looked up, the tested form may be a part): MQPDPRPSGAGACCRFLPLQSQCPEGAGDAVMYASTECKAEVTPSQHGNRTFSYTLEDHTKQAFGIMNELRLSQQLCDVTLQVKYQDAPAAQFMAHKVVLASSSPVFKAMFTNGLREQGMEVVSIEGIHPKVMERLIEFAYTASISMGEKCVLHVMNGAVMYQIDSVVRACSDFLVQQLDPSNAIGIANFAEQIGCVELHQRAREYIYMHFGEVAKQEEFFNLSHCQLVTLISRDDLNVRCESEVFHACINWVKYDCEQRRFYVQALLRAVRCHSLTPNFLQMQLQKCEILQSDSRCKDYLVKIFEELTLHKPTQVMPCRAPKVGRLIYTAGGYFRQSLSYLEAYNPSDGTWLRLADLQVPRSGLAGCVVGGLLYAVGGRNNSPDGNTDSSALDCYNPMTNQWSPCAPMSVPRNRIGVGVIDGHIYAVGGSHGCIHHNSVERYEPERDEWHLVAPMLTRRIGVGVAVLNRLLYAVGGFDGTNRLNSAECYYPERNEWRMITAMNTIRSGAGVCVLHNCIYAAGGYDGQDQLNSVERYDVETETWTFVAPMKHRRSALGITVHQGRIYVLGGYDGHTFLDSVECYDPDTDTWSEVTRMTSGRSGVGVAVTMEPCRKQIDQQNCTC
# RTF Ca sens inh – cardiac RTF calcium desensitization | P19429+P45379 | IANBD-labeled cardiac RTF, Ca2+ fluorescence | inhibition, % at 7.15 µM | 340,000 tested, 0.12% active | AID 493244;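 active = inhibition above the mean inhibition of all tested compounds plus 3 SD, cut at about 17% in these data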;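 note: assay run at fixed EC70 calcium of 1.6 mM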
# LANA DNA inh – inhibitors of KSHV LANA C-terminal domain DNA binding | MBP-C-LANA/FAM-LBS DNA binding, fluorescence polarization | inhibition, % at 9 µM | 340,000 tested, 0.078% active | AID 504423;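 active = highest replicate inhibition at or above 60% at 9 µM, even if other replicates fall short; inactive = all replicates below 60% inhibition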;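 note: 0% = neutral control wells and 100% = 4 µM acridine orange control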
# MOR-DOR ag – agonists of human mu-delta opioid receptor heterodimerization; P35372+P41143; cells, OPRM1-OPRD1 heterodimerization, luminescence; activation, % at 9.3 µM; 340,000 tested, 0.3% active; AID 504326; in the data active = activation above about 18%;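 note: 0% = vehicle-treated cells and 100% = reference agonist; values of inactives mirror those of a sister screen read the other way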
# cardiac RTF act – increases calcium sensitivity of human cardiac regulated thin filaments | 340,000 tested, 0.24% active | activation, % at 7.2 µM | AID 493008 | IANBD-labeled TnC RTF fluorescence at EC20 calcium; 0% EC20 calcium, 100% full calcium | P19429+P45379;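 active = activation above the mean over all tested compounds plus 3 SD, cut at about 30% in these data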;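 note: rise in fluorescence read as greater calcium sensitivity of cardiac thin filaments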
# HTR5A ag – HTR5A agonism, opioid heterodimer counter-screen. 340,000 tested, 0.61% active. HTR5A agonist assay, luminescence, cell-based. P47898. activation, % at 9.3 µM. AID 504692; in the data active = activation mostly above about 9.5%, no sharp cut-off; inactive = mostly below about 7.6%;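 note: 0% = cells with vehicle only and 100% = reference agonist; strong numbers were not always called active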
# The depositor's hits bear a star; . = not tested or not shown. Random draw from the library. About 2.8% of those tested had a hit in this group.
SMILES,CAL PDZ FP,OPRM1-OPRD1 inv,HTR5A inv ctr,V-ATPase pH,Keap1 Nrf2 FP,RTF Ca sens inh,LANA DNA inh,MOR-DOR ag,cardiac RTF act,HTR5A ag
COc1ccc(N2C(=O)c3ccc(C(=O)Nc4ccc(NC(C)=O)cc4)cc3C2=O)cc1,-4.7,10.5,10.0,-0.7,-2.5,-0.5,1.4,-2.2,-6.3,-2.8
COc1ccc([C@H]2CC(=O)C=C(c3ccc4cc[nH]c4c3)C2)cc1,-2.0,6.0,-3.5,2.2,-5.3,-2.2,-2.5,-1.3,0.0,4.5
CN(CC(=O)Nc1ccccc1Br)C(=O)CN(C)C1CCCCC1,-1.5,11.4,-0.9,3.9,-0.9,-6.8,2.5,-3.0,0.5,4.0
O=C(NCCCn1ccnc1)c1ccc(Cl)s1,-1.7,-2.0,-2.9,0.3,-5.8,0.1,-0.2,0.5,-0.7,1.1
COc1ccc(OCC(=O)Nc2ccc3c(c2)nc2n3CCSC2)cc1,-11.5,5.8,-4.5,0.8,-12.1,-15.4,-2.2,-0.9,-6.5,2.1
O=C(NCCc1ccccn1)c1ccc(S(=O)(=O)N2CCCCCC2)cc1,5.8,12.8,10.0,-0.1,2.6,0.4,0.3,-2.5,2.4,-6.0
S=c1nc[nH]c2c1ncn2C1CCCC1,-3.1,19.0,-5.0,-1.2,-6.5,-4.2,1.6,-3.7,-4.6,1.4
Cc1nnsc1S(=O)c1ccccc1Cl (stereo unspecified),-0.6,23.0,5.2,-0.7,0.4,-6.2,0.7,-5.1,4.7,-1.5
C=CCNC(=O)c1ccc(S(=O)(=O)CC)c(Cl)c1Cl,-4.7,1.4,-17.3,-1.6,-2.0,-2.5,1.2,-0.3,4.3,8.3
C=CCn1c(=NC(=O)c2sc3ccccc3c2Cl)sc2cc(S(N)(=O)=O)ccc21,-6.7,-10.0,-14.9,-1.7,2.5,-3.4,1.6,1.9,-6.3,7.8
COc1ccccc1CNC(=O)C1CCN(S(=O)(=O)c2ccc3c(c2)OCCO3)CC1,80.2*,3.4,-5.8,-1.1,-1.2,3.8,0.6,-0.6,-9.2,-4.1
CC1(C(=O)O)Oc2cccnc2NC1=O (stereo unspecified),-3.1,11.6,2.0,-1.6,0.5,4.0,-1.3,-2.1,-1.5,-0.8
COc1ccc(/C=C2\SC(=S)N(N3C(=O)CCC3=O)C2=O)cc1O,7.0,5.4,-35.9,-3.6,-1.6,-2.0,2.3,-1.1,1.7,-1.7
Cc1ccccc1NC(=O)CSc1nnc(NC(=O)c2ccco2)s1,4.1,16.8,-16.8,-2.0,1.4,3.8,0.8,-2.9,0.7,4.6
Clc1cc(Br)ccc1OCCn1ccnc1,-8.0,16.7,10.7,3.8,2.6,4.1,-0.8,-2.9,7.7,-2.9
Cc1cccc(/C=N\NC(=O)c2sccc2-n2cccc2)c1,-3.6,7.5,-3.1,0.8,1.1,1.6,-0.2,-1.8,-4.7,1.3
Cc1cc(S(=O)(=O)N2CCOCC2)ccc1OCC(=O)Nc1ccc(Br)cc1F,-0.6,12.8,-7.2,-12.6,3.6,-6.0,0.1,-2.4,-2.5,-0.6
COC(=O)C(C(C)C)N(Cc1cc(OC)cc(OC)c1)S(=O)(=O)CCl (stereo unspecified),-3.4,4.8,-10.7,-0.5,-1.0,-6.7,0.7,-0.9,-5.6,2.8
COc1cc(OC)cc(C(=O)NC(C(=O)NNC(=O)c2ccc(C)cc2)C(C)C)c1 (stereo unspecified),-5.5,10.7,-4.0,-2.8,-1.7,-12.8,-1.3,-2.8,0.2,1.6
COc1ccc(C2C(C#N)=C(N)Oc3cccc(O)c32)cc1 (stereo unspecified),-4.3,14.7,11.0,0.0,-4.3,3.9,-0.4,-3.0,0.2,-0.9
O=C(Nc1ccccn1)c1ccc(Br)c(S(=O)(=O)N2CCCC2)c1,3.5,15.7,-8.8,-2.1,1.7,2.8,-1.3,-3.1,-3.7,3.6
COc1ccc(N2CCN(c3cc(C)c4ccc(O)cc4n3)CC2)cc1,.,8.7,-0.9,-1.6,-3.8,-5.9,-0.7,-1.5,-0.1,0.3
COc1cc(-c2noc(C)c2C#Cc2ccsc2)cc(OC)c1OC,-3.1,10.4,-22.9,-9.5,-0.1,10.6,3.9,-1.9,-3.7,1.7
COC(=O)c1ccc(Oc2ccc(C(C)(C)C)cc2)c([N+](=O)[O-])c1,-4.4,2.4,-6.0,1.5,-3.1,-1.9,0.0,-0.4,1.1,6.3
CCOC(=O)N1CCN(C(=O)C2COc3ccccc3O2)CC1 (stereo unspecified),.,5.8,18.4,1.4,3.0,-8.3,-0.7,-1.0,-1.4,-7.0
CCn1c(SCC(=O)Nc2ccccc2)nc2c1c(=O)n(C)c(=O)n2C,0.5,6.2,4.3,-5.2,-0.9,10.3,-3.2,-1.1,-2.2,2.8
O=c1c2ccccc2nc(-c2cccc(Cl)c2)n1O,-1.0,11.2,23.8,3.4,-5.1,2.8,-3.9,-2.0,0.1,1.1
C=CCN1C(=O)NC(c2ccccc2)(C(F)(F)F)S/C1=C(\C#N)c1nnc(N2CCOCC2)n1-c1ccccc1 (stereo unspecified),5.8,-3.9,7.8,0.8,3.8,14.6,-1.7,0.6,1.7,-2.9
O=C(CCCCn1c(=O)[nH]c2ccsc2c1=O)NCCc1ccccc1,-2.4,16.9,-35.0,-1.7,1.0,-8.8,0.4,-3.2,-1.9,0.7
CCCCc1ccc(NC(=O)N2CCN(c3cc(C)nc4ccccc34)CC2)c(C)c1,-2.9,11.3,-3.7,-0.5,-1.3,-0.3,1.5,-2.0,-4.8,1.0
CS(=O)(=O)N(CC(=O)N1CCCCCC1)c1cccc(Cl)c1Cl,-0.4,11.7,2.6,0.7,-6.7,-3.9,1.4,-2.5,-0.4,-0.7
COc1ccccc1OCCN1C(=O)S/C(=C\c2ccco2)C1=O,1.4,3.7,-16.5,-0.8,0.0,2.3,-0.6,-0.9,0.3,6.6
Cc1nnc(SCC(=O)Nc2ccc(N3CCOCC3)cc2)n1Cc1ccccc1,.,10.6,-0.6,23.1*,1.2,-6.0,0.2,-2.0,-0.6,0.2
O=S(=O)(c1ccc(OCC(O)CN2CCN(c3ccc(F)cc3)CC2)cc1)N1CCOCC1 (stereo unspecified),-2.3,8.0,-10.7,0.2,2.6,2.1,1.2,-1.4,-0.6,4.1
O=C(Nn1cnnc1)c1cc2c(s1)CCCC2,6.5,-14.5,21.7,-3.3,-2.8,-4.0,-0.9,2.7,6.9,3.9
CCC(C)(C)NC(=O)CN(C(=O)CCC(=O)Nc1cc(C)ccn1)c1ccc2c(c1)OCO2,-1.7,-4.1,10.2,2.1,0.6,-10.5,3.0,0.9,0.7,-0.3
NS(=O)(=O)c1ccc(NC(=O)C(Sc2ccccc2)c2ccccc2)cc1 (stereo unspecified),-5.2,-3.5,-14.4,3.6,-0.7,-6.6,0.2,0.6,5.7,3.1
Cc1cc(C)c(N2CCN(S(=O)(=O)N3CCCCCC3)CC2)c(C)c1,-1.0,3.3,-1.6,-3.2,-0.8,-8.9,-2.1,-0.7,-0.5,2.2
Cc1cccc2sc(N(CCCN(C)C)C(=O)c3cc4ccccc4oc3=O)nc12,-3.8,11.2,-15.6,1.2,1.4,-0.9,1.3,-2.1,-2.1,1.0
Cc1cc(NC(=O)CCC(=O)N(c2ccccc2)C(C)C(=O)NC2CCCC2)no1 (stereo unspecified),-4.3,-0.2,-34.6,2.8,0.7,-5.0,-0.5,0.0,-5.8,1.7
CN(CC(=O)Nc1ccccc1Cl)C(=O)COC(=O)CNC(=O)c1ccc(Br)o1,3.0,-3.1,0.4,-2.3,0.2,-9.5,0.2,0.6,-1.2,-2.3
COCCN(C(=S)Nc1ccc(OC)cc1)C(C)c1cccs1 (stereo unspecified),-0.7,10.1,0.5,-0.8,-2.6,-4.3,-1.8,-1.9,2.1,-3.9
Cc1cccc(OCC(=O)OC(C)C(=O)Nc2ccc(Cl)cn2)c1 (stereo unspecified),1.2,-9.4,1.6,-1.6,3.3,-3.6,-3.5,1.8,-3.2,-0.6
COc1ccc(/C=C(/NC(=O)c2ccc(OC)c(OC)c2)C(=O)NCCCn2ccnc2)cc1,-4.1,-0.5,10.7,1.3,0.7,-0.9,1.2,0.1,-5.2,-4.0
COc1ccc2cc(C3(C)NC(=O)N(CC(=O)NCc4ccco4)C3=O)ccc2c1 (stereo unspecified),-1.7,14.0,-13.3,1.5,3.7,-5.3,0.4,-2.8,-1.2,5.1
COCCNC(=O)c1ccc2c(=O)n(CCCN3CCCC3=O)c(=S)[nH]c2c1,1.5,14.5,21.5,-4.8,-1.2,-6.8,0.7,-3.0,4.1,-2.4
Cc1ccc(NC(=O)CN(C)c2ccc(S(=O)(=O)N3CCCC3)cn2)cc1,6.7,-11.5,-16.3,9.5,-1.0,-2.5,-0.7,2.2,15.4,5.9
C=C(C)Cn1c(-c2cccc([N+](=O)[O-])c2)n[nH]c1=S,-2.0,-2.0,18.1,-0.3,-0.1,5.1,-1.1,0.4,-4.0,-7.3
O=C(Nc1nnc(SCC(=O)N2CCCCC2)s1)c1ccc(F)cc1F,-1.6,11.4,-5.7,-0.8,-3.6,5.5,0.8,-2.0,6.6,2.3
CSc1ccc(Cn2nnc(C(=O)NCc3ccccc3)c2N)cc1,-9.1,-5.5,-0.4,-3.6,-1.1,3.4,0.9,1.1,-0.5,0.1
C=CCn1c(=O)c2ccccc2n2c(SCC(N)=O)nnc12,-2.5,7.7,-19.9,3.3,1.0,-0.6,-1.3,-1.9,-1.5,8.3
Cc1cc(NC(=O)C2CCCN(S(=O)(=O)c3c(C)noc3C)C2)n[nH]1 (stereo unspecified),.,15.1,-16.1,-0.1,-5.7,-1.5,-0.9,-2.8,1.2,2.0
Cn1c(/N=C/c2c(O)ccc3ccccc23)nc2ccccc21,1.7,-27.1,-10.3,5.2,-1.1,-8.9,0.0,4.9,2.7,4.5
Cc1ccccc1NC(=O)Cc1nc(CCl)cs1,-2.1,0.9,-20.3,0.3,-1.7,-3.9,-1.2,-0.2,2.5,0.8
CC(=O)O/N=C(\N)Cc1ccc(-c2csnn2)cc1,-0.9,8.9,1.5,0.8,-2.0,-5.8,-1.4,-1.8,5.4,-0.6
Cc1cc(C)c(C(=O)c2ccccc2)c(C)c1,-2.6,4.1,0.3,-2.2,-1.3,4.2,1.5,-0.8,2.7,-0.1
COC(=O)c1ccc(-n2c(C)cc(/C=N/n3cnnc3)c2C)cc1,.,-0.7,7.7,-1.3,2.8,-9.9,-2.3,0.2,-1.1,10.7
CCCCN1C(=O)NC(NC(=O)c2ccco2)(C(F)(F)F)C1=O (stereo unspecified),0.3,9.4,-6.1,4.3,0.9,-5.5,0.1,-1.8,0.4,-0.6

# Screens from PubChem BioAssay.
